KB-V1 MDR tox: kills drug-selected multidrug resistant KB-V1 cells. KB-V1 MDR cells viability, CellTiter-Glo, 72 h. Potency, µM (doses to about 46.1 µM), for the others: top-dose activity change, negative = cytotoxicity, hits mostly cytotoxic. hit rate 3.4% among 400,000; note: % is set by controls: 0 for no effect and ±100 for the full control effect; nearly all actives have a fitted effect of over 60% in size
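Readout: CellTiter-Glo luminescence, 10 min after addition. Cells: KB-V1 MDR subline, 72 h at 37 degrees C with compound. Analysis: corrected, normalized data fitted to concentration-effect curves.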
GLP1R cytotox: cytotoxicity counter-screen for GLP-1 receptor inverse agonists; HEK293 cAMP-luciferase reporter cells, luminescence, 24 h; Potency, µM (top dose mostly 38.3 µM), without a hit: at the top dose activity change, negative = inhibition, actives largely listed as inhibitors; hit rate 0.13% among 410,000; AID 624418;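 note: loss of luciferase light is scored as toxicity; % is set by controls: 0 for no effect and ±100 for the full control effect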
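MLSMR compounds, 24 hr on cells at 37 deg C/5% CO2; luminescence after luciferase reagent (12 min RT). Inhibition counted as the undesired cytotoxic outcome.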
KB-3-1 tox: kills parental KB-3-1 adenocarcinoma cells; Potency, µM (doses to about 46.1 µM), inactives show top-dose activity change, negative = cytotoxic, most hits filed as cytotoxic; KB-3-1 viability, CellTiter-Glo ATP luminescence, 72 h; hit rate 1.4% among 400,000; note: % is set by controls: 0 for no effect and ±100 for the full control effect; nearly all actives have a fitted effect of over 60% in size
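Parental KB-3-1 viability, qHTS format: 72 h compound exposure, 37 °C; CellTiter-Glo; media-only wells and DMSO plates as controls; concentration-effect fits on corrected data.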
GLP1R ag: agonists of human GLP-1 receptor. HEK293 GLP-1R CRE-luciferase, luminescence, 4-6 h; cells express a hypersensitive GLP-1R form. Potency, µM (top dose mostly 45.6 µM), inactives show at the highest dose activation, actives largely listed as activators. hit rate 0.007% among 380,000; note: % of control where 0% means no effect
Target sequence (P43220 whole entry, looked up): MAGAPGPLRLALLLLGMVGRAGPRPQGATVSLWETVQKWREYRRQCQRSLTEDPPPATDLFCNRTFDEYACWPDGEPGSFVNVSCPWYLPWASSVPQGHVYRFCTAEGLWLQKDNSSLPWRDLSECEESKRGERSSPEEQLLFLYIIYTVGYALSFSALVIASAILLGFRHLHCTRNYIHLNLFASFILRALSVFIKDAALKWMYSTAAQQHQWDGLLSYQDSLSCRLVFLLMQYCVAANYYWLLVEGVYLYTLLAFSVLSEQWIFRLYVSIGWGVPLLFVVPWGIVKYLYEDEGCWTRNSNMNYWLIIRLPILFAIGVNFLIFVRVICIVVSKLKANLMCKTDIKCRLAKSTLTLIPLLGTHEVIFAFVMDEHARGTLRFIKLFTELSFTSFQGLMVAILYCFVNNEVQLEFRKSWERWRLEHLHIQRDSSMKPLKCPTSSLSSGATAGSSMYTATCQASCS
TDP43 rescue: inhibitors of TDP-43 toxicity in yeast; TDP-43 expressing yeast growth rescue, BacTiter-Glo, 24 h; Potency, µM (doses to about 46.1 µM), for inactives: at the highest dose growth rescue (activation), usual class: activators; hit rate 1.8% among 410,000; AID 652104; note: % of control where 0% means no effect; nearly all actives have a fitted effect of over 50% in size
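Growth rescue of TDP-43-toxic yeast measured as ATP luminescence (BacTiter-Glo). Cells grown to mid-log in raffinose, induced in galactose at OD600=0.02, exposed to compound 24 hr at 30 deg C.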
SW480 rerep: inducers of DNA re-replication in SW480 colon cancer cells; SW480 DNA re-replication, Hoechst DNA content imaging, 48 h; Potency, µM (series often up to 46.1 µM), inactives show top-dose re-replication activation, usual class: activators; hit rate 1.8% among 340,000; AID 624297; note: % of control where 0% means no effect; nearly all actives have a fitted effect of over 55% in size
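Per well, 250 cells were exposed to pinned compound for 48 hr. Nuclear DNA was visualised with Hoechst (40 min, 37 C) and total object intensity recorded by fluorescence scanning.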
HT1080 IDH1KD tx: toxicity to HT-1080 IDH1 knockdown cells (counter line); HT-1080 IDH1 knockdown viability, ATP luminescence, 48 h; Potency, µM (doses to about 46.1 µM), for the others: top-dose activity, negative = toxicity, most hits filed as cytotoxic; hit rate 2% among 360,000; AID 686971;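 note: 0% = DMSO wells and -100% = cell-free medium wells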
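Cytotoxicity counter-line: IDH1KD HT-1080, 48 h, CellTiter-Glo. Curves classed by r2, magnitude and activity.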
GLP-1R inv ag: acts as inverse agonist at human GLP-1 receptor; P43220; Potency, µM (series often up to 38.3 µM), for inactives: top-dose activity change, negative = inhibition, usual class: inhibitors; HEK293 GLP-1R CRE-luciferase, luminescence, 24 h; GLP-1R form is constitutively active; AID 624417; hit rate 1.6% among 410,000; note: % is set by controls: 0 for no effect and ±100 for the full control effect; nearly all actives have a fitted effect of over 55% in size
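Assay principle: reduced luminescence from a cAMP-responsive reporter in HEK293 cells co-expressing a constitutively active GLP-1R. Conditions: 24 hr compound incubation, 37 deg C, 5% CO2.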
HT1080-NT tox: kills 2HG-producing HT-1080-NT fibrosarcoma cells; Potency, µM (titrated, usually from 46.1 µM), inactives show top-dose activity, negative = less viability, hits mostly cytotoxic; AID 686970; hit rate 1.6% among 360,000; HT-1080-NT fibrosarcoma viability, CellTiter-Glo ATP luminescence, 48 h;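 note: NT is the 2HG producing partner of a matched IDH1 knockdown line; 0% = DMSO-treated cells and -100% = media-only wells without cells; nearly all actives have a fitted effect of over 55% in size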
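Compounds were tested in concentration-response format on HT-1080-NT cells for 48 hours at 37 degrees C. Cell viability came from CellTiter-Glo luminescence; curves were classified by r2, response magnitude and activity.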
* = called active by the depositor; ? = inconclusive; / = no result given; [ ] = remark or other dose. Calls come from the whole dose curve; as a rule, active = well fitted curve in the direction sought with a large enough effect; inconclusive = small, poorly fitted or top-dose-only effect, or another doubt; inactive = no such curve, though single readings can be large; an effect the other way counts as inactive or inconclusive. Potency is the fitted concentration of half-maximal effect.

SMILES	KB-V1 MDR tox	GLP1R cytotox	KB-3-1 tox	GLP1R ag	TDP43 rescue	SW480 rerep	HT1080 IDH1KD tx	GLP-1R inv ag	HT1080-NT tox
Cc1cc(C(C)(C)C)cc(C)c1CCNC(=O)c1c(C)noc1C	?	-1.6%	?	6.2%	5.5%	26.4%	?	?	?
COc1ccc(C)cc1NS(=O)(=O)c1ccc2c(c1)NC(=O)C(C)S2 (stereo not given)	-21.7%	-24.2%	-7.0%	12.1%	14.2%	-3.7%	?	?	-20.2%
O=c1c2ccccc2nc(SCc2ccccc2)n1CC1CCCO1 (stereo not given)	?	-10.4%	-12.1%	17.2%	4.2%	-8.9%	-4.1%	?	1.1%
Fc1ccc(-c2nnc(CN3CCN(c4ncc(C(F)(F)F)cc4Cl)CC3)o2)cc1	?	-8.9%	?	-7.4%	?	-4.3%	?	?	-20.3%
COc1ccc2oc(-c3ccc(C)c(NC(=O)c4ccc5c(c4)OCCO5)c3)nc2c1	15.8%	-5.8%	8.1%	0.0%	-0.3%	/	/	9.0%	/
CC(C)CN1C(=O)C(=O)N(CC(=O)c2ccc3c(c2)OCO3)C1=O	21.4%	-3.8%	2.8%	6.4%	-13.7%	-150.8%[inhibitor]	9.7%	45.0%[activator]	10.3%
COc1ccc(-n2c(Cc3cccn3C)nnc2SCC(=O)Nc2cc(C)cc(C)c2)cc1	13.5%	-5.9%	6.2%	7.5%	7.3%	14.9%	-3.5%	?	-18.4%
OCCN1CCN(CCCN2c3ccccc3CCc3ccccc32)CC1	?	-20.7%	3.6%	-7.0%	0.3%	/	-9.5%	?	-9.3%
CCOc1ccc(-c2ccc(SCc3ccccn3)nn2)cc1	?	6.5%[7.66 µM]	1.0%	4.6%	?	-1.9%	-18.5%	16.8%[7.66 µM]	-11.3%
O=C(O)C1=C[C@H](c2cccs2)C[C@H](OCCCCO)O1	?	12.4%	?	-0.8%	-5.4%	0.3%	0.5%	8.9%	1.0%
O=C(COC(=O)c1ccc2ccccc2c1O)NCc1ccccc1	-6.0%	-1.3%	3.8%	-4.2%	2.1%	-2.1%	0.0%	-14.7%	-12.5%
O=C(NC(=S)Nc1ccccc1N1CCCC1)c1ccco1	?	?	5.4%	13.6%	?	-2.2%	-1.4%	-32.2%	1.1%
COc1ccc(NC(=O)c2cccc(-n3c(C)ccc3C)c2)c(OC)c1	?	-25.7%	?	3.4%	-19.3%	?	-25.6%	126.5%[activator]	-16.3%
Cc1sc2nc(COC(=O)c3ccc(N4CCCC(C)C4)c([N+](=O)[O-])c3)[nH]c(=O)c2c1C (stereo not given)	0.0%	-20.9%	15.7%	-3.7%	-11.9%	1.1%	-2.1%	26.6%	3.4%
O=C(NCCCCCCNC(=O)N1CCCCCC1)N1CCCCCC1	0.0%	-0.1%	-4.2%	-1.2%	-13.8%	-7.0%	15.2%	-6.2%	14.2%
CC(C)Cc1nn2c(=O)cc(COc3ccc(NC(=O)c4ccco4)cc3)nc2s1	?	-15.9%	2.9%	4.8%	-0.4%	-35.3%[inhibitor]	-0.9%	?	-0.6%
Cc1ccc(Oc2nc3ccccc3n3c(C)nnc23)c(C)c1	3.8%	-3.0%	3.2%	-3.5%	15.9%	2.2%	13.4%	4.7%	17.2%
CN(c1ccccc1)S(=O)(=O)c1cccc(NC(=O)CN2C(=O)NC3(CCCCC3)C2=O)c1	21.8%	-3.0%	-18.9%	-0.7%	-1.5%	-4.5%	-3.0%	?	-3.4%
Cc1nc(N)sc1-c1csc(Nc2ccc(S(N)(=O)=O)cc2)n1	?	-1.6%	24.3%	-1.2%	9.2%	0.7%	8.2%	48.1%[activator]	11.6%
Nc1ccc(S(=O)(=O)Nc2nc3ccccc3o2)cc1	14.3%	-2.3%	3.5%	-3.8%	13.2%	-4.6%	1.3%	15.7%	6.0%
Cc1ccc(CNC(=O)CCn2cnc3ccccc3c2=O)cc1	6.5%	-3.7%	-17.9%	/	-19.2%	/	/	5.2%	/
CC(C)CC(C(=O)NC1CCCC1)N(Cc1cccs1)C(=O)c1snc(C(N)=O)c1N (stereo not given)	?	-13.6%	-12.6%	-1.9%	4.1%	-3.3%	-7.4%	?	0.6%
CCOC(=O)Cn1cc(Cl)cc(C(=O)Nc2ccccc2)c1=O	-13.3%	2.0%	0.0%	16.1%	-19.0%	23.8%	-10.0%	2.6%	-14.3%
Cc1ccccc1OCCOCCN1CCCCCC1	-4.8%	5.7%	-2.9%	-0.8%	-7.4%	4.9%	-16.7%	?	-10.2%
O=C(NCc1cccs1)c1cnc2sccn2c1=O	-5.7%	2.0%	12.0%	7.8%	23.5%	1.3%	9.1%	20.2%	1.8%

Compound profiles, as listed above.
O=C(NC(=S)Nc1ccccc1N1CCCC1)c1ccco1 in the list: KB-V1 MDR tox: ?; GLP1R cytotox: ?; KB-3-1 tox: 5.4%; GLP1R ag: 13.6%; TDP43 rescue: ?; SW480 rerep: -2.2%; HT1080 IDH1KD tx: -1.4%; GLP-1R inv ag: -32.2%; HT1080-NT tox: 1.1%
COc1ccc(-n2c(Cc3cccn3C)nnc2SCC(=O)Nc2cc(C)cc(C)c2)cc1 in the list: KB-V1 MDR tox: 13.5%; GLP1R cytotox: -5.9%; KB-3-1 tox: 6.2%; GLP1R ag: 7.5%; TDP43 rescue: 7.3%; SW480 rerep: 14.9%; HT1080 IDH1KD tx: -3.5%; GLP-1R inv ag: ?; HT1080-NT tox: -18.4%

Of the compounds above, 2 contain a halogen:
SMILES	KB-V1 MDR tox	GLP1R cytotox	KB-3-1 tox	GLP1R ag	TDP43 rescue	SW480 rerep	HT1080 IDH1KD tx	GLP-1R inv ag	HT1080-NT tox
Fc1ccc(-c2nnc(CN3CCN(c4ncc(C(F)(F)F)cc4Cl)CC3)o2)cc1	?	-8.9%	?	-7.4%	?	-4.3%	?	?	-20.3%
CCOC(=O)Cn1cc(Cl)cc(C(=O)Nc2ccccc2)c1=O	-13.3%	2.0%	0.0%	16.1%	-19.0%	23.8%	-10.0%	2.6%	-14.3%

Continued.
SMILES	KB-V1 MDR tox	GLP1R cytotox	KB-3-1 tox	GLP1R ag	TDP43 rescue	SW480 rerep	HT1080 IDH1KD tx	GLP-1R inv ag	HT1080-NT tox
COc1ccc(CCNc2nc3c(-c4cccc(F)c4)nnn3c3ccccc23)cc1OC	-5.0%	-10.4%	0.5%	/	17.4%	/	/	6.6%	/
C=CCN1CCN(C(c2ccc(OC)c(OC)c2)c2nnnn2C(C)(C)C)CC1 (stereo not given)	?	0.8%	7.2%	0.3%	17.1%	-7.7%	5.4%	0.0%	-2.4%
CCn1cc(C(=O)OCC(=O)Nc2cc(Cl)ccc2OC)c(=O)c2ccc(C)nc21	1.5%	3.0%	16.6%	-3.5%	19.2%	/	/	5.4%	/
CCn1c(SCC(=O)c2[nH]c(C)c(C(C)=O)c2C)nnc1-c1ccncc1	-14.9%	-19.0%	-7.5%	2.8%	-16.2%	27.2%	2.6%[9.24 µM]	0.0%	1.2%
CC(=O)c1cccc(N/C=C\C(=O)c2ccc(C)cc2)c1	-7.0%	2.3%	8.8%	-3.8%	3.3%	16.4%	-8.5%	-24.6%	7.9%
Cc1ccc(CS(=O)(=O)CCC(=O)NCCCN2CCCC2)cc1	16.2%	6.3%	-2.0%	-1.6%	-8.0%	-7.9%	13.3%	1.5%	0.1%
Cc1cc(C)cc(OCC(=O)Nc2ccccc2C(=O)N2CCOCC2)c1	0.6%	9.6%	-7.4%	10.1%	-11.2%	-3.8%	2.2%	10.7%	6.4%
CCOC(=O)c1ccc(NS(=O)(=O)CC)cc1	-5.6%	0.4%	8.0%	-3.3%	17.4%	-17.6%	-4.0%	4.0%	-6.0%
CC1(CCc2ccccc2)NC(=O)N(Cc2nnc(-c3ccccc3Br)o2)C1=O (stereo not given)	?	1.6%	-1.7%	22.3%	-10.2%	1.2%	-3.5%[9.24 µM]	?	-10.4%
Cc1ccc(S(=O)(=O)NCC2CCC(C(=O)NCCCN3CCCC3=O)CC2)cc1 (stereo not given)	2.8%	-12.2%	8.1%	-0.6%	-5.2%	-3.1%	22.7%	-8.0%	8.4%
CCOC(=O)C1CCN(C(=O)C(CCSC)NC(=O)COc2ccccc2)CC1 (stereo not given)	16.4%	-0.5%	9.3%	-6.5%	7.8%	-0.3%	9.4%	-5.5%	1.5%
CC(C)CC1C(=O)N(Cc2cn(CCC3OCCCO3)nn2)CCS(=O)(=O)N1Cc1ccc(-c2ccc(Cl)c(Cl)c2)cc1 (stereo not given)	?	-23.6%	?	-1.8%	20.8%	/	?	?	?
O=c1c2ccccc2cnn1-c1ccc2ccccc2c1	?	4.2%	-5.0%	-5.8%	-1.8%	-1.0%	-27.8%	0.0%	-6.5%
CCCCNC(=O)COC(=O)c1ccc(NS(=O)(=O)c2ccc3c(c2)OCCO3)cc1	29.0%	-0.8%	20.3%	0.2%	0.5%	-18.8%	13.6%	7.4%	2.1%
CCc1ccc(NC(=O)N2CCN(c3ccc(F)cc3)CC2)cc1	-9.0%	-19.0%	3.8%	-0.5%	18.8%	-2.8%	0.6%	?	-3.7%
CCOCCCNC(=O)C1CCN(Cc2ccc(OCc3ccccc3)c(OC)c2)CC1	-6.3%	0.1%	-12.9%	4.6%	24.2%	?	7.0%	-18.6%	5.0%
Nc1n[nH]c2cc(=O)n(-c3cccc(C(F)(F)F)c3)nc12	0.0%	14.0%	-4.4%	-1.0%	-22.6%	7.31µM*	1.0%	-10.6%	-22.7%
CCNC(=O)C1CCCN(C(=O)c2ccc(F)c(Cl)c2)CC1 (stereo not given)	5.4%	-6.0%	0.0%	1.1%	17.2%	/	2.8%	15.8%	22.7%
Cc1ccc(CN(C(=O)COc2ccccc2Cl)c2ccccn2)o1	0.0%	5.7%	-6.1%	/	18.5%	/	/	-4.0%	/
CCOC(=O)c1c(N)sc(C(=O)N(CC)CC)c1C	0.6%	-3.6%	1.7%	3.4%	7.6%	-24.1%	14.6%	13.4%	17.8%
O=C(COc1ncnc2cc([N+](=O)[O-])ccc12)N(CCc1ccccc1)Cc1ccccc1	?	-2.1%	12.3%	10.3%	13.5%	-5.7%	-0.2%	25.8%	1.8%
CC(C)=NNc1ncnc2nc[nH]c12	7.31µM*	-1.3%	?	-0.2%	29.1%	1.7%	?	23.3%	-26.8%
